12-LOX inh – Primary qHTS assay for inhibitors of human arachidonate 12S-lipoxygenase (ALOX12): Round 2 | purified 12hLO, xylenol orange hydroperoxide absorbance | Potency, µM (series often up to 108 µM), without a hit: at the highest dose activity change, negative = inhibition, usual class: inhibitors | hit rate 1.1% among 580,000; note: potency is the fitted concentration of half-maximal effect; % is set by controls: 0 for no effect and ±100 for the full control effect
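Purified human 12hLO (150 nM final) in 25 mM Hepes, 0.01% Triton X-100, pH 7.0 was preincubated 15 min at room temperature with compound. Then 40 uM arachidonic acid was added, 30 min. Hydroperoxide was read by Fe-XO absorbance ratio 573/405 nm.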
BLM inh – qHTS Assay for Inhibitors of Bloom's syndrome helicase (BLM). RecQ-like DNA helicase BLM (Homo sapiens), P54132. recombinant BLM DNA unwinding, fluorescence dequenching. Potency, µM (top dose mostly 56.1 µM), for the others: at the highest dose activity change, negative = inhibition, usual class: inhibitors. hit rate 0.2% among 350,000. AID 2528, 2010;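 note: potency is the fitted concentration of half-maximal effect; plate controls were vehicle for no effect and no enzyme for full effect; nearly all actives have a fitted effect of over 35% in size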
APE1 inh – qHTS Assay for Inhibitors of the Human Apurinic/apyrimidinic Endonuclease 1 (APE1); DNA repair nuclease/redox regulator APEX1 (Homo sapiens), P27695; recombinant APE1, TAMRA/BHQ-2 abasic DNA cleavage fluorescence; Potency, µM (highest dose often 65.8 µM), for the others: top-dose activity change, negative = inhibition, usual class: inhibitors; hit rate 0.35% among 350,000; AID 2517, 2012;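 note: potency is the fitted concentration of half-maximal effect; plate controls were vehicle for no effect and reference inhibitor for full effect; nearly all actives have a fitted effect of over 55% in size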
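Compound pre-exposure to 0.75 nM APE1, 15 min at ambient temperature. Reaction initiated with 50 nM TAMRA/BHQ-2 THF substrate, read immediately in kinetic mode, 525 nm excitation, 598 nm emission.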
Apoferritin bind – qHTS Assay for Identification of Novel General Anesthetics | Ferritin light chain (Equus caballus), P02791 | hit rate 0.074% among 350,000 | apoferritin/1-aminoanthracene competitive binding, fluorescence | Potency, µM (series often up to 77.5 µM), for inactives: at the top dose activity change, negative = displacement, hits mostly inhibitors | AID 485281, 2010; note: potency is the fitted concentration of half-maximal effect; % is set by controls: 0 for no effect and ±100 for the full control effect; nearly all actives have a fitted effect of over 20% in size
Target sequence (P02791 2-175 limits assumed): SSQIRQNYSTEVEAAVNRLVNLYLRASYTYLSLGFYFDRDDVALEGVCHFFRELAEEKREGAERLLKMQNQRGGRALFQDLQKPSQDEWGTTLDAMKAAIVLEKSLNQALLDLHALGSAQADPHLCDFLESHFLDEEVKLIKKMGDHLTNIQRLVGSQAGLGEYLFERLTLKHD
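Apoferritin-based anesthetic binding model; compound displacement of fluorescent 1-AMA measured as endpoint fluorescence after 10 minutes at room temperature, scaled to free-ligand and complex controls.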
POLI inh – qHTS for Inhibitors of Polymerase Iota; hit rate 1% among 390,000; Pol iota fluorescent replication assay, 10 min; AID 588590, 2011; Potency, µM (highest dose often 115 µM), for the others: at the top dose activity, negative = inhibition, actives largely listed as inhibitors; note: potency is the fitted concentration of half-maximal effect
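Fluorescent replication assay read twice, at 0 min and 10 min after adding 50 nM (final) substrate. Enzyme (10 nM) and compounds were first incubated 15 min at room temperature; enzyme-free buffer wells were negative controls.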
TRHR ag – qHTS for Small Molecule Agonists and Allosteric Enhancers of Human TRH Receptor: Primary Screen for Agonists; TRHR cells, calcium flux fluo-8, FDSS agonist mode; activation, % at 2 µM; hit rate 0.18% among 360,000; Thyrotropin-releasing hormone receptor (Homo sapiens), P34981; in the data active = activation above about 30%; note: 0% is about no effect
Target sequence (P34981 whole entry, looked up): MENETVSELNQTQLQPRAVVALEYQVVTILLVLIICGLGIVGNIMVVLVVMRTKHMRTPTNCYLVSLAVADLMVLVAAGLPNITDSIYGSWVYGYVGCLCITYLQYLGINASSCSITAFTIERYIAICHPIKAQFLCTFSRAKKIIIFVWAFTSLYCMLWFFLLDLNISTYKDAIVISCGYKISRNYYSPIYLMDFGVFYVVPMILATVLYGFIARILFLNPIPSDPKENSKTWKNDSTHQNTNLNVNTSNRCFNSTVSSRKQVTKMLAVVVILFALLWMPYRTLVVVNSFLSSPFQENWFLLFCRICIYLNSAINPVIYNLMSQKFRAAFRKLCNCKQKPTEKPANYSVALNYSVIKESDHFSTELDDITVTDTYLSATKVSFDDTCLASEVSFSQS
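In this calcium-flux screen, cells bearing human TRHR are dye-loaded with fluo-8, baselined for 10 cycles, then exposed to library compounds; positive kinetic calcium responses during the agonist phase mark hits, with TRH as control.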
Pol beta inh – qHTS Assay for Inhibitors of DNA Polymerase Beta; P06746; Pol beta primer extension/strand displacement, fluorescence kinetic; Potency, µM (doses to about 114 µM), for inactives: at the highest dose activity change, negative = inhibition, actives largely listed as inhibitors; hit rate 1.3% among 340,000; AID 485314, 2010; note: potency is the fitted concentration of half-maximal effect; % is set by controls: 0 for no effect and ±100 for the full control effect
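Enzyme-only controls used 10 nM Pol beta; buffer lacking enzyme served as negative control. Compound preincubated 15 min, then 50 nM substrate added; 0 and 10 min reads at room temperature.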
POLK inh – qHTS for Inhibitors of Polymerase Kappa; DNA polymerase kappa (Homo sapiens), Q9UBT6; purified Pol kappa, fluorescent DNA synthesis assay, 10 min; Potency, µM (series often up to 107 µM), inactives show at the highest dose activity, negative = inhibition, hits mostly inhibitors; hit rate 0.53% among 400,000; AID 588579, 2011; note: potency is the fitted concentration of half-maximal effect; % is set by controls: 0 for no effect and ±100 for the full control effect
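Inhibition of 10 nM Pol kappa is measured by a fluorescent read-out at 0 and 10 min following addition of 50 nM substrate (final), with a 15-min room-temperature compound preincubation.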
ERG Ets-DNA blk – qHTS for Small Molecule Inhibitors of the ERG Ets/DNA interaction. fluorescence polarization, His-ERG Ets domain / labelled DNA. Potency, µM (titrated, usually from 76.9 µM), for inactives: at the top dose FP activity, negative = inhibition, hits mostly inhibitors. hit rate 0.028% among 370,000; active = well fitted inhibition curve with a large enough effect in the polarisation, with a control signal flat; inconclusive = small, poorly fitted or top-dose-only effect, or effect the other way, or a change in a side signal; inactive = no such curve, though single readings can be large or run the other way; the % refers to the polarisation;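 note: polarization taken with two DNA probes labelled with fluorescein and Texas red; potency is the fitted concentration of half-maximal effect; % of control where 0% means no effect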
Target sequence (P11308 whole entry, looked up, the tested form may be a part): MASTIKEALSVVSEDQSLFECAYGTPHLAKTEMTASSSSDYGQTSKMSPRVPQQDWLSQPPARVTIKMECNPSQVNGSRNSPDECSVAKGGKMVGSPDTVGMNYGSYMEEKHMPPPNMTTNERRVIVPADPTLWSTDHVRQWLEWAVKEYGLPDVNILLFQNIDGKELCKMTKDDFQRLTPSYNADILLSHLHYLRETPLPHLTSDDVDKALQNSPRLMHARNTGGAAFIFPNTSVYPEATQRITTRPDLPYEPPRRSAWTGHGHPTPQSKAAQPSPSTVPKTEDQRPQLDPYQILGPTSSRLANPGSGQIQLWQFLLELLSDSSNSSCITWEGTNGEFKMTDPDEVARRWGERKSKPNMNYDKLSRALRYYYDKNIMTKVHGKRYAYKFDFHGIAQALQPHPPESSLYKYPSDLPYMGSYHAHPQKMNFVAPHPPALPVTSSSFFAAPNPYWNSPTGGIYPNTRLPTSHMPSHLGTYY
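His-tagged ERG Ets domain (1 uM in the protein solution; 300mM KCl, 50mM Tris-HCl, 1mM EDTA, 1mM DTT, pH 7.5) received compound, then a probe mix of 5 nM fluorescein-DNA and 100nM Texas-615-DNA. Fluorescence polarization was read for both dyes.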
Starred values were filed as active, the others as inactive; ? = inconclusive; . = no result given; & = joins results of further samples; [ ] = another dose, or the depositor's remark. Unless noted, calls come from the whole dose curve; as a rule, active = well fitted curve in the direction sought with a large enough effect; inconclusive = small, poorly fitted or top-dose-only effect, or another doubt; inactive = no such curve, though single readings can be large; an effect the other way counts as inactive or inconclusive. These rows are one share of the data (hit frequency here may not be typical).

canonical_smiles	12-LOX inh	BLM inh	APE1 inh	Apoferritin bind	POLI inh	TRHR ag	Pol beta inh	POLK inh	ERG Ets-DNA blk
COc1ccc(N(C(=O)c2snc(C(N)=O)c2N)C(C(=O)NC2CCCCC2)c2ccc(C)o2)c(OC)c1 (stereo not given)	-5%	-7%	61%[activator][12.4 µM]	?	49%[activator]	-0.8	0%	-3%	3%
CC(=O)c1cn(CCCCCCCn2cc(C(C)=O)c(=O)[nH]c2=O)c(=O)[nH]c1=O	-16%	-3%	3%	-11%	21%	0.6	16%	-7%	-3%
Cc1cc(C)cc(OCC(=O)Nc2ccc(-c3nc4ccccc4s3)cc2)c1	-3%	-2%	.	1%	9%	1.5	17%	2%	5%
CCOC(=O)CSc1nnc(Cc2ccccc2)n1CC1CCCO1 (stereo not given)	10%	-1%	-4%	0%	9%	-0.1	22%	-5%	-4%
COc1ccccc1CNC(=O)CS(=O)(=O)Cc1nc(-c2ccccc2C)oc1C	1%&-22%	-4%	.	6%	3%	0.2	27%	-2%	-12%
NC(=O)C1CCN(C(=O)Nc2csc3ccccc23)CC1	88%[activator]	-4%	-2%	-12%	6%	0.5	26%	-4%	3%
CCOC(=O)c1ccc(S(=O)(=O)N2CCC(N3CCCCC3)CC2)cc1	17%[57.4 µM]	0%	46%[activator]	-11%	20%	-0.4	-14%	9%	7%
Cc1nc(CCNC(=O)Cc2ccccc2)cs1	0%	1%	1%	-8%	-11%	-0.1	37%	-2%	-1%
Cc1cc(-c2ccco2)n(-c2ccccc2)n1	?	-8%	-4%	-12%	26%	0.1	1%	4%	17%
COc1cc2c(cc1OC)C(c1ccc(N(C)C)cc1)CC(=O)N2 (stereo not given)	0%	-6%	19%	4%	4%	0.2	9%	-2%	-2%
CCCCSc1nnc(-c2ccc(C)cc2)c2ccccc12	6%	-9%	12%	-17%	7%	0.4	0%	-7%	-3%
CN(CC(=O)Nc1ccccc1C(F)(F)F)C(=O)COc1ccccc1Cc1ccccc1	-18%	.	-23%	.	-11%	1.5	.	-5%	.
O=C(NCC(=O)N1CCCCCCC1)c1ccc(Br)o1	10%	.	31%	.	50%[activator]	-0.1	.	-12%	-18%
Cc1ccc(NC2=NCC(Cc3ccc(Br)cc3)S2)cc1 (stereo not given)	?	-10%	-2%	0%	18%	0.5	9%	0%	-7%
COc1ccc(Cc2nc3ccc(C(=O)NCC(C)(C)OC)cc3o2)cc1	10%	1%	-4%	-16%	37%[activator]	-0.4	5%	5%	8%
COc1ccc(C(=O)NCCNc2ccc([N+](=O)[O-])cn2)cc1	-4%	-4%	7%	1%	25%	-1.1	26%	11%	14%
Cn1nnnc1SCCNCc1ccccc1F	12%	1%	2%	-13%	6%	-0.4	-22%	-3%	1%
CCOC(=O)N1CCC(Nc2ccc(N3C(=O)C4CCCCC4C3=O)cc2[N+](=O)[O-])CC1 (stereo not given)	5%	0%	-2%	?	14%	-1.1	34%[activator]	-9%	-4%
Cc1ccccc1NC(=O)c1cnc2sc(N3CCCC3)nn2c1=O	-8%	-2%	.	-4%	32%[activator]	0.8	-11%	0%	-2%
O=C(CCc1nnc(Cc2c[nH]c3ccccc23)o1)NC(C1CC1)C1CC1	-3%	-5%	-1%	-9%	57%[activator]	0.1	-9%	-5%	2%
COc1ccc(-c2cc(-c3nnc(COC(=O)CC4CC5CCC4C5)o3)c3ccccc3n2)cc1OC (stereo not given)	-10%	-4%	1%	0%	?	0.8	24%	-23%	2%
CN(Cc1ccccc1)C(=O)c1ccc(NC(=O)Cc2ccc(NC(=O)C3CCCN(C(=O)C4CCC4)C3)cc2)cc1 (stereo not given)	-2%	.	.	.	41%[activator]	.	.	5%	-2%
COc1nc(N(C)C)nc(N(C#N)S(=O)(=O)c2ccc(C)cc2)n1	?	2%	13%	-1%	4%	0.9	-22%	-19%	-2%
COc1ccc(-c2cc(C(=O)n3cnc4ccccc43)c3ccccc3n2)cc1	0%	-4%	4%	150%[activator]	4%	-0.1	2%	-15%	-1%
O=C(CN1CCN(CC(=O)c2ccc(F)cc2)CC1)Nc1ccccc1Cl	-1%	-6%	-8%	?	5%	-0.5	1%	-16%	1%
Cc1cnc(C(=O)OCC(=O)Nc2cccc(S(=O)(=O)N3CCCCC3)c2)cn1	-18%	0%	-1%	-13%	-3%	1.5	24%	-17%	6%
O=C(O)/C(=C\c1ccccc1)c1ccc2ccccc2c1	163%[activator]	.	.	.	13%	.	.	-12%	-4%
COC(=O)c1ccc(Cl)c(NC(=O)CN2CCN(Cc3ccccc3)CC2)c1	130%[activator]	-1%	-1%	-12%	6%	-0.4	1%	-3%	1%
COc1ccccc1NS(=O)(=O)c1cccc(C(=O)N/N=C/c2ccc(N3CCOCC3)cc2)c1	-6%	-7%	-6%	224%[activator]	-4%	0.3	21%	-6%	5%
O=C(Oc1ccccc1)c1ccccc1OS(=O)(=O)c1ccccc1	4%	-12%	6%	-14%	-6%	0.6	-8%	-4%	3%
Cc1ccc(NC(=O)CSc2nnc3[nH]c(=O)cc(-c4ccccc4)n23)cc1Cl	3%	-5%	.	35%[activator]	0%	-0.3	40µM*	-3%[60.1 µM]	11%
COc1ccc2oc(C(=O)OCC(=O)N3CCN(c4ccccc4)CC3)c(C)c2c1	-1%	.	-19%	.	89%[activator]	0.3	.	-6%	-5%
CC(=O)C(Cc1ccccc1)NC(=O)COC(=O)c1cccc(C)c1[N+](=O)[O-] (stereo not given)	-7%	.	36%	.	15%	.	.	-4%	-14%
CCN(CC(=O)Nc1ccc(Br)cc1)C(=O)Cc1cccc(F)c1	5%	-4%	38%[12.4 µM]	3%	-7%	0.3	1%	-19%	-4%
Cc1c(NC(=S)NC(=O)C2CCCCC2)c(=O)n(-c2ccccc2)n1C	0%	3%	1%	-12%	27%	-0.6	10%	-16%	-2%
Cc1cc(C)c2sc(NC(=O)c3ccc([N+](=O)[O-])o3)nc2c1	-5%[57.4 µM]	-6%	-2%	-3%	?	-0.7	-4%	-10%	-10%
Cc1cc(NC(=O)C2(c3ccccc3)CCCC2)no1	-19%	-3%	-2%	-23%	-4%	0.2	-6%	-4%	-12%
CC(C)CN(C(=O)c1ccco1)c1nc2ccccc2s1	-3%	-4%	-7%	-21%	-1%	-0.5	8%	-2%	1%
CC(Sc1nc2ccccc2c(=O)n1CC1CCCO1)C(=O)N(C)Cc1ccccc1 (stereo not given)	-3%	.	32%	.	22%	-0.1	.	-15%	2%
CCC(C)C(NC(=O)OC(C)(C)C)C(=O)NC(C(=O)N1CCCC1C(N)=O)C(C)CC (stereo not given)	1%	-1%	5%	-18%	16%	-0.2	7%	-6%	7%
O=C(CSC(=S)N1CCCC1)N/N=C/c1c(O)[nH]c(=S)[nH]c1=O	-14%	.	15%	.	34%[activator]	.	.	0%	2%
CCOC(=O)c1c(C)nc2c(c1-c1ccccc1)C(=O)CC(C)(C)C2	278%[activator]	-3%	21%	-5%	9%	.	33%	-1%	-15%
O=S(=O)(NCc1nc2cccnc2n1Cc1ccccc1)c1ccc2c(c1)CCCC2	-16%	-3%	.	3%	-7%	-0.4	-8%	-5%[60.1 µM]	3%

Arranged by molar mass (high to low): 3 of the compounds above
canonical_smiles	12-LOX inh	BLM inh	APE1 inh	Apoferritin bind	POLI inh	TRHR ag	Pol beta inh	POLK inh	ERG Ets-DNA blk
O=S(=O)(NCc1nc2cccnc2n1Cc1ccccc1)c1ccc2c(c1)CCCC2	-16%	-3%	.	3%	-7%	-0.4	-8%	-5%[60.1 µM]	3%
Cc1cc(C)c2sc(NC(=O)c3ccc([N+](=O)[O-])o3)nc2c1	-5%[57.4 µM]	-6%	-2%	-3%	?	-0.7	-4%	-10%	-10%
Cc1cc(NC(=O)C2(c3ccccc3)CCCC2)no1	-19%	-3%	-2%	-23%	-4%	0.2	-6%	-4%	-12%

Not a retest: an excerpt of the list.
canonical_smiles	12-LOX inh	BLM inh	APE1 inh	Apoferritin bind	POLI inh	TRHR ag	Pol beta inh	POLK inh	ERG Ets-DNA blk
CC(=O)C(Cc1ccccc1)NC(=O)COC(=O)c1cccc(C)c1[N+](=O)[O-] (stereo not given)	-7%	.	36%	.	15%	.	.	-4%	-14%
CCN(CC(=O)Nc1ccc(Br)cc1)C(=O)Cc1cccc(F)c1	5%	-4%	38%[12.4 µM]	3%	-7%	0.3	1%	-19%	-4%
Cc1c(NC(=S)NC(=O)C2CCCCC2)c(=O)n(-c2ccccc2)n1C	0%	3%	1%	-12%	27%	-0.6	10%	-16%	-2%
Cc1cc(C)c2sc(NC(=O)c3ccc([N+](=O)[O-])o3)nc2c1	-5%[57.4 µM]	-6%	-2%	-3%	?	-0.7	-4%	-10%	-10%
